# From PubChem BioAssay
# ARNT-TACC3 inh: disruptors of human ARNT/TACC3 interaction. Q9Y6A5. AlphaScreen His-ARNT PAS-B/GST-TACC3 binding, luminescence; TACC3 fragment carries E629A point mutation. inhibition, % at 9.99 µM. 0.66% of 390,000 active. AID 623870;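 active = mean inhibition of replicates at least 50% and at least half of replicates each reaching 50%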;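 also: 0% = complete ARNT plus TACC3 wells and 100% = ARNT alone without TACC3; many hits fall short of the cut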
# * = called active by the depositor. Some of the compounds tested. The share of hits here may be higher or lower than overall.
ARNT-TACC3 inh	SMILES
5.2	COc1ccc(NC(=O)C(C)Sc2nnc3c4c(nc(-c5ccc(OC)cc5)n23)CC(C)(C)OC4)cc1 (stereo not drawn)
-2.0	CCc1ccccc1NC(=O)CN(C)C(=O)CSc1nn(-c2ccccc2)c(=S)s1
-7.4	Cn1c(=O)c2ncn(CC(=O)N/N=C/c3ccco3)c2n(C)c1=O
2.0	Cc1ccc(C(=O)OC/C(O)=C(\C#N)c2nc3ccccc3[nH]2)cc1S(=O)(=O)N1CCOCC1
-3.2	O=C(COC(=O)CNC(=O)c1ccccc1F)NCCC1=CCCCC1
1.3	CN(C(=O)CSc1nnc(Nc2ccccc2)s1)C1CCS(=O)(=O)C1 (stereo not drawn)
9.7	Cc1cc(C)nc(/N=C(\N)Nc2ccc3c(c2)OCCO3)n1
-6.1	CC12CCC(C(N)=O)(C1Br)C2(C)C (stereo not drawn)

# Ordered by value in ARNT-TACC3 inh (highest first): 3 of the compounds above.
ARNT-TACC3 inh	SMILES
9.7	Cc1cc(C)nc(/N=C(\N)Nc2ccc3c(c2)OCCO3)n1
5.2	COc1ccc(NC(=O)C(C)Sc2nnc3c4c(nc(-c5ccc(OC)cc5)n23)CC(C)(C)OC4)cc1 (stereo not drawn)
2.0	Cc1ccc(C(=O)OC/C(O)=C(\C#N)c2nc3ccccc3[nH]2)cc1S(=O)(=O)N1CCOCC1

# Shown field by field: entries from further up.
> CCc1ccccc1NC(=O)CN(C)C(=O)CSc1nn(-c2ccccc2)c(=S)s1
  ARNT-TACC3 inh = -2.0

> O=C(COC(=O)CNC(=O)c1ccccc1F)NCCC1=CCCCC1
  ARNT-TACC3 inh = -3.2

> Cn1c(=O)c2ncn(CC(=O)N/N=C/c3ccco3)c2n(C)c1=O
  ARNT-TACC3 inh = -7.4

# New compounds follow.
ARNT-TACC3 inh	SMILES
-19.7	C[N+]1(C2CCC3CCCC2C3O)CCCC1 (stereo not drawn)
-9.9	COc1ccc(NC(=S)NC2CCS(=O)(=O)C2)cc1 (stereo not drawn)
-3.1	CCOC(=O)C1CCCN(Cc2cc(OC)c(O)c(OC)c2)C1 (stereo not drawn)
-0.5	COc1cc(/C=C/C(=O)c2ccc(NS(=O)(=O)c3ccc(C)cc3)cc2)cc(OC)c1O
11.6	C/C(Cn1nnc2ccccc21)=N\OC(=O)c1ccccc1C
-2.7	COc1ccc(OC)c(NC(=O)c2cccnc2Sc2ccccc2)c1
-1.3	CCOC(=O)c1c(NC(=O)Cn2cnc3scc(-c4ccc(C)cc4)c3c2=O)sc(C)c1C
-5.7	CC(C)CC(=O)Nc1ccc(N2CCN(S(C)(=O)=O)CC2)cc1

# Next structures follow.
ARNT-TACC3 inh	SMILES
-1.8	CN(CC(=O)Nc1ccccc1Cl)C(=O)CSc1ncc(C(F)(F)F)cc1Cl
14.0	CC(C)c1ccc2oc(-c3ccc(NC(=O)c4ncn[nH]4)cc3)nc2c1
-5.4	O=S(=O)(/N=C(/Nc1ccccc1)C(F)(F)F)c1ccccc1
-8.7	CSc1ccccc1NC(=O)COC(=O)c1ccccc1Cc1ccccc1
-2.5	CC(C)(C)Cc1nnc(NC(=O)Cc2ccc([N+](=O)[O-])cc2)s1
-3.3	Cc1ccc(-c2nnc3ccc(SCC(=O)N4CCCc5ccccc54)nn23)cc1
3.1	CN1C(=O)[C@@H]2[C@@H]3C[C@@H]([C@H]4ON=C(c5ccc(Cl)cc5Cl)[C@@H]34)[C@@H]2C1=O
-1.5	COC(=O)c1cccc(NC(=O)CCc2cc(OC)c(OC)c(OC)c2)c1

# Additional structures follow:
ARNT-TACC3 inh	SMILES
-0.7	Cc1ccc(S(=O)(=O)N(C)c2cc(S(=O)(=O)Nc3ccncc3)c(C)cc2C)cc1
-2.7	Cc1ccc(NC(=O)COC(=O)/C=C/c2cccs2)cc1
-2.9	CC(/C=C/c1ccccc1)=N\NC(=O)c1ccc2c(c1)OCCO2
1.0	C=C(C)CSc1nnc([C@@H]2CCCN2)o1
3.9	Cc1nc(NC(=O)COC(=O)CCS(=O)(=O)c2ccccc2Cl)c(Cl)cc1Cl
-4.2	CCCn1c(SCN2C(=O)c3ccccc3C2=O)nc2cc(Cl)ccc2c1=O
-8.9	O=C(O)CSc1nc(SCc2ccccc2Cl)nc2c1CCCC2
-4.0	O=C(CNS(=O)(=O)c1cccc(Cl)c1)Nc1ccc(-c2nc3ccccc3s2)cc1

# Two of these compounds, reformatted:
> O=C(O)CSc1nc(SCc2ccccc2Cl)nc2c1CCCC2
- ARNT-TACC3 inh: -8.9

> Cn1c(=O)c2ncn(CC(=O)N/N=C/c3ccco3)c2n(C)c1=O
- ARNT-TACC3 inh: -7.4

# (listing goes on)
ARNT-TACC3 inh	SMILES
3.0	COc1ccc(CC(=O)OCC(=O)c2ccc(OC)cc2)cc1
-1.5	OCCNC(=S)NCCc1ccccc1
-2.3	O=C(CN1C(=O)C2C3C=CC(C3)C2C1=O)Nc1ccc(S(=O)(=O)N2CCCCC2)cc1 (stereo not drawn)
8.8	CC(OC(=O)c1cc(Cl)ccc1[N+](=O)[O-])C(=O)NC(C)c1ccc(F)cc1 (stereo not drawn)
-3.1	COCCNC(=S)N1CCN(C(=O)C(=O)Nc2ccc(C(=O)OC)cc2)CC1
20.6	CN1/C(=C\C(=S)NC(=O)c2ccc([N+](=O)[O-])cc2)C(C)(C)c2ccccc21
3.7	Oc1ccc(-c2csc(-c3c[nH]c4ccccc34)n2)c(O)c1
-2.0	COc1c(OC(C)=O)ccc(/C=C/c2ccc3cccc(OCc4ccccc4)c3n2)c1[N+](=O)[O-]

# The listing continues.
ARNT-TACC3 inh	SMILES
70.6*	Cc1noc(NS(=O)(=O)c2ccc(NC(=O)CSc3nnc4c(n3)[nH]c3ccccc34)cc2)c1C
-9.3	Cc1ccc(-c2nnc(N)s2)cc1
32.9	COc1ccc(OC)c(-c2c3cc(O)c(=O)cc-3oc3cc(O)c(O)cc23)c1
-0.9	COc1ccc(C(=O)CSc2nnc(CN3CCCCC3)n2-c2ccc(F)cc2)cc1OC
5.4	O=S(=O)(Nc1ccc(N2CCOCC2)cc1)c1ccc2ccccc2c1
-6.0	O=C(CSc1nnc(-c2ccccc2)n1-c1ccccc1)N1c2ccccc2Sc2ccccc21
9.7	COc1c(OC(C)=O)ccc(/C=C/c2ccc3cccc(OC)c3n2)c1[N+](=O)[O-]
0.8	CCc1ccc(/C=C(\Cl)c2nc3cc(Cl)ccc3c(=O)[nH]2)cc1

# Following part
ARNT-TACC3 inh	SMILES
4.5	Cc1cccc(NC(=S)N2CCOCC2)c1C
-11.3	Cc1nnsc1C(=O)Nc1ccccc1Cl
-1.2	Cc1ccc(S(=O)(=O)NNC(=O)c2ccccc2O)cc1
-15.3	CC(C)(C)C1CCC(OC(=O)CCC(=O)Nc2ccccc2)CC1 (stereo not drawn)
-6.8	O=C(Nc1cccc(O)c1)c1cc2nc(-c3ccccc3)cc(-c3ccccc3)n2n1
2.4	CSCC[C@H](NC(=O)COc1ccc(Cl)cc1)c1nc2ccccc2[nH]1
2.1	O=S(=O)(Nc1ccc(-c2csc(-c3ccccc3)n2)cc1)c1ccccc1
-5.7	COc1cccc(OCc2ccc(C(=O)NCC3CCCO3)cc2)c1 (stereo not drawn)

# Individual results from the results shown.
# ARNT-TACC3 inh result of O=C(Nc1cccc(O)c1)c1cc2nc(-c3ccccc3)cc(-c3ccccc3)n2n1 : -6.8
# ARNT-TACC3 inh result of Cc1ccc(S(=O)(=O)NNC(=O)c2ccccc2O)cc1 : -1.2
# ARNT-TACC3 inh result of COc1cccc(OCc2ccc(C(=O)NCC3CCCO3)cc2)c1 (stereo not drawn) : -5.7
# ARNT-TACC3 inh result of CSCC[C@H](NC(=O)COc1ccc(Cl)cc1)c1nc2ccccc2[nH]1 : 2.4
# ARNT-TACC3 inh result of Cc1nnsc1C(=O)Nc1ccccc1Cl : -11.3
# ARNT-TACC3 inh result of Cc1cccc(NC(=S)N2CCOCC2)c1C : 4.5
# ARNT-TACC3 inh result of O=S(=O)(Nc1ccc(-c2csc(-c3ccccc3)n2)cc1)c1ccccc1 : 2.1

# (listing goes on)
ARNT-TACC3 inh	SMILES
0.3	CCSc1ncc(Cl)c(C(=O)Nc2ccccc2)n1
1.1	C/C(=N/NC(=O)C1CCCCC1)c1ccc([N+](=O)[O-])cc1
17.5	Cc1ccccc1C(=O)NNC(=S)NC(=O)c1ccccc1
0.9	Cc1cc2nc(C)n(CCCNC(=O)Nc3cccc4ccccc34)c2cc1C
7.4	COc1nc(NCCO)nc(Nc2ccc([N+](=O)[O-])cc2)n1
29.9	C/C(=N\NC(=O)C1(C)CC1(Br)Br)c1cccc(NC(=O)C(C)(C)C)c1 (stereo not drawn)
-7.9	O=C(COC(=O)Cc1ccc(Cl)cc1)Nc1ccc(OC(F)F)cc1
-4.2	NC(N)=NNC(=O)c1ccccc1Cl

# The list continues.
ARNT-TACC3 inh	SMILES
55.3*	COc1ccc(N=C(N)SCc2ccccn2)cc1
21.3	Cc1ccc(C(=O)Nc2nnc(-c3ccco3)o2)cc1C
-1.3	N#Cc1c(Nc2ccccc2)sc(C(=O)c2ccc(F)cc2)c1N
-6.0	O=C(Nc1cccc2c1CCCC2)c1ccc(Cl)c([N+](=O)[O-])c1
-2.9	COC(=O)c1n[nH]nc1-c1ccccc1
-1.8	N#Cc1ccc(C(=O)Nc2cc(S(=O)(=O)Nc3ccc(Cl)cc3)ccc2N2CCCCC2)cc1
-12.1	CN1/C(=C/C(=O)c2ccc(Cl)cc2)Sc2cc3c(cc21)OCO3
-7.0	CNC(=S)NN(C)c1nc(C)cc(C)n1

# Further records.
ARNT-TACC3 inh	SMILES
0.1	CCOc1ccc(-c2nnc(-c3cccnc3)o2)cc1OCC
0.7	CCCOc1ccc(/C=N/NC(=O)C(C)Sc2ccccn2)cc1OCC (stereo not drawn)
-3.5	O=S(=O)(Nc1ccc2c(c1)nc1n2CCN(Cc2ccccc2)C1)c1ccccc1
-1.4	CC(=O)Nc1ccc(S(=O)(=O)NCC(=O)OCC(=O)c2cc(C)n(-c3ccc4c(c3)OCO4)c2C)cc1
-9.0	Nc1ncnc2c1C1(CCCCC1)Cc1ccccc1-2
1.0	Cc1cc(N2CCN(C(=O)c3ccco3)CC2)n2ncnc2n1
-6.9	FC(F)Sc1ccc(-n2cc(-c3ccccc3)[n+]3c2CCC3)cc1
-8.3	Cc1cc(NC(=O)/C=C/c2ccc(Cl)cc2)no1
